# Bioassay records as filed in PubChem.
# aSyn 5UTR inh – MLPCN primary screen, SNCA 5' untranslated region; alpha-synuclein 5'UTR reporter, inhibitor activity; inhibition, % (tested at 7.5 µM); actives 0.82% (n = 300,000); in the data active means inhibition above about 60%;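 further: H4 neuroglioblastoma cells stably carrying SNCA 5'UTR luciferase fusion; 0% = DMSO wells and 100% = positive control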
# IEC-6 tox – counter-screen for KLF5 inhibitors: cytotoxicity in IEC-6 cells; IEC-6 cytotoxicity, luminescence viability; inhibition, % at 5 µM; actives 0.78% (n = 290,000); AID 1825; in the data active means inhibition above about 22%;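 further: 0% = plate median of test compound wells and 100% = cytotoxic reference compound wells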
# HSF1 inh – HSF1 inhibition; NIH3T3-HGL HSE-luciferase, MG132-induced, luminescence 8 h; hits give low values; activity change, negative = inhibition, % at 7.5 µM (by protocol); actives 0.77% (n = 300,000);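 active means more than half of replicate wells show activity change below -50%, luminescence cut by over half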;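 further: luciferase reports HSF-1 transcriptional activity via heat shock element; 0% = median of DMSO wells and -100% = zero luminescence signal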
# HDAC3 inhib – blocks human histone deacetylase 3; inhibition, % at 8.3 µM; actives 0.15% (n = 320,000); recombinant HDAC3, fluorogenic peptide/trypsin coupled, fluorescence; in the data active means inhibition above about 26%, passing the limit was not always enough
# Target sequence (O15379 whole entry, looked up): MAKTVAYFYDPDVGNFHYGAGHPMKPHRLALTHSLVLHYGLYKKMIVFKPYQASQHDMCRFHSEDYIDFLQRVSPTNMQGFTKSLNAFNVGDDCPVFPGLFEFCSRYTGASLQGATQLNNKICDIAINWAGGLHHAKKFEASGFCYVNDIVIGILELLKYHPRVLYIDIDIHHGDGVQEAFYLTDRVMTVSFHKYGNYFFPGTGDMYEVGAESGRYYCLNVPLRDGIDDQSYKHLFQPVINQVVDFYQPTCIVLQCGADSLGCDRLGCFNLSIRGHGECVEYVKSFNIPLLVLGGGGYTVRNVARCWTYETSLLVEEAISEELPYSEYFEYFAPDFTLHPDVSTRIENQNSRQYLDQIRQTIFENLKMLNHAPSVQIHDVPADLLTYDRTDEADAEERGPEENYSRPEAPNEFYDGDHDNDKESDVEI
# HSF-1 act – increases HSF-1 driven luciferase reporter signal; NIH3T3-HGL HSF-1 luciferase reporter, MG132, 8 h; 100% = twice DMSO control signal; activation, % at 9 µM; actives 1.7% (n = 300,000);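 active means mean replicate activation of at least 50% with a set share of replicates each reaching 50%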;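 further: 0% = median of the neutral control wells and 100% = twice that signal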
# AI-2 QS mod – modulators of Vibrio harveyi AI-2 quorum sensing system; actives 0.4% (n = 300,000); Vibrio harveyi JMH597 AI-2 luminescence/OD600 ratio, 9 h; hits give low values; strain lacks LuxN and CqsS sensors; 0 = neutral-control median; activity change, % at 7.5 µM; in the data active means activity change below about -75%, passing the limit was not always enough;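 further: luminescence divided by OD600 gain over 9 h not by final OD600 alone; inactives centre near 13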
# HIF act – HIF pathway transcriptional activation; U2OS HRE-luciferase reporter, luminescence; normalized: DMSO 0%, desferrioxamine 100%; activation, % at 7.5 µM (by protocol); actives 0.32% (n = 300,000);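 active means mean activation of at least 10% of the iron chelator positive control signal, with at least half of replicates also reaching 10%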
# HSP90 refold inh – blocks HSP90-mediated luciferase refolding in reticulocyte lysate | inhibition, % at 5.6 µM | Rabbit reticulocyte lysate, luciferase refolding luminescence, 3 h | actives 0.91% (n = 290,000) | AID 1789;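 active means inhibition above the screen-wide mean plus 3 SD, computed separately per campaign, cut at about 16% in these data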;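 further: 0% = DMSO wells and 100% = 60 µM geldanamycin wells; inhibitors lower the luminescence because luciferase stays unfolded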
# Platelet DG rel – platelet dense granule release activity; human platelet-rich plasma, SFLLRN dense granule ATP release, luminescence; inhibition, %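 (compounds screened at 7.5 µM in platelet-rich plasma)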; actives 0.22% (n = 300,000);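 active means mean replicate score, as percent of positive control, at or above 50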
# KLF5 inhibitor – inhibitors of KLF5 expression; inhibition, % at 5 µM; DLD-1 KLF5 promoter-luciferase reporter, luminescence; actives 0.23% (n = 290,000); AID 1700;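 active means inhibition above a per-plate limit of that plate's mean compound inhibition plus 3 SD, cut at about 60% in these data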;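 further: 0% = DMSO wells and 100% = LY294002 at 200 µM; higher means less KLF5 promoter-driven luciferase light; inactives centre near -14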
# * hit, by the source's call; nt = no result given.
SMILES,aSyn 5UTR inh,IEC-6 tox,HSF1 inh,HDAC3 inhib,HSF-1 act,AI-2 QS mod,HIF act,HSP90 refold inh,Platelet DG rel,KLF5 inhibitor
CCOC(=O)c1ccc(NC(=O)c2nc[nH]c2C(=O)NCCCCCNC(=O)OC(C)(C)C)cc1,11,nt,5,-1,-6,22,-0.3,nt,5,nt
O=C(NC1CCCC1)C(c1ccc(N2CCOCC2)cc1)N(Cc1ccccc1)C(=O)c1ccco1 (stereo not drawn),14,-1,-5,3,-3,11,0.1,-1,-3,-18
Cc1ccc2nc(NS(=O)(=O)c3cn(C)nc3C)sc2c1,-7,-6,0,7,-17,3,-0.6,-2,-6,-3
Cc1nc(SCC#N)c2c(C)c(C)sc2n1,29,-4,-12,1,-30,23,-0.1,-2,14,-1
CCOC(=O)c1sc2nc(CC(C)C)c3c(c2c1N)CCC3,20,1,0,-14,-17,14,0.0,1,-3,-22
COc1ccc2cc(C(=O)c3ccccc3)c(=O)oc2c1,-151,6,13,-8,28,25,3.1,2,-1,-46
COc1ccccc1/C=C1\SC(=O)N(CC(=O)N(C)C2CCS(=O)(=O)C2)C1=O (stereo not drawn),16,-3,2,0,1,17,0.4,-5,5,-15
COc1ccc(C)cc1S(=O)(=O)Nc1cc2c3c(c1)CCC(=O)N3CCC2,14,nt,-69*,-4,-75,15,-0.2,nt,3,nt
COc1cc(OC)c(N(C)C(=O)CCNC(=O)Cn2cnc3ccccc3c2=O)cc1Cl,17,-4,-2,6,5,32,0.1,-3,-2,21
Cn1c(N2CCC(C(N)=O)CC2)nc2c1c(=O)n(Cc1cccc(Br)c1)c(=O)n2C,23,-2,-2,0,1,18,-0.4,1,4,13
CNC1=CC(=O)CC(c2ccccc2)C1 (stereo not drawn),4,-4,-2,-1,-22,22,-0.1,-3,-2,12
CSCCC(NC(=O)c1cccc(C)c1)C(=O)OCN1C(=O)c2ccccc2C1=O (stereo not drawn),6,nt,0,-4,-18,28,0.3,nt,-5,nt
Cc1cccc(N2CCN(CCCNC(=O)C3CCCN(c4ncnc5c4nc4n5CCCCC4)C3)CC2C)c1 (stereo not drawn),-3,-2,5,-4,29,3,-0.7,-1,-9,-12
Cc1ccc(C(=O)NCC(=O)NCCCc2ccccc2)s1,-4,-2,-5,2,-4,nt,-1.0,4,6,-19
O=C(CNC(=O)c1ccco1)N/N=C/c1ccc(C(=O)O)cc1,4,-4,-12,5,-11,0,0.1,3,1,12
CCOc1ccc(C(=O)Nc2nnc(C3=COCCO3)o2)cc1,5,-8,-5,3,5,36,0.0,6,-9,-6
CCCCn1c(N)c(N(CCOC)C(=O)c2cc(-c3ccccc3Cl)nc3ccccc23)c(=O)[nH]c1=O,-6,nt,7,nt,14,5,-0.3,nt,-19,nt
CCn1c(CNC(=O)c2ccco2)nnc1SCC(=O)Nc1ccccc1Cl,-1,6,1,-4,-14,5,0.0,2,3,-4
CN1/C(=C/C(=O)CSc2ccccc2C(=O)O)C(C)(C)c2ccccc21,3,5,nt,11,nt,27,nt,1,0,-3
CCOC(=O)C1(Cc2ccccc2)CCCN(C(=O)c2ccc(-n3ccnc3)cc2)C1 (stereo not drawn),-22,3,6,-5,15,5,1.2,1,-9,-47

# 3 entries drawn at random from the list so far, as already listed:
SMILES,aSyn 5UTR inh,IEC-6 tox,HSF1 inh,HDAC3 inhib,HSF-1 act,AI-2 QS mod,HIF act,HSP90 refold inh,Platelet DG rel,KLF5 inhibitor
CCOc1ccc(C(=O)Nc2nnc(C3=COCCO3)o2)cc1,5,-8,-5,3,5,36,0.0,6,-9,-6
CCn1c(CNC(=O)c2ccco2)nnc1SCC(=O)Nc1ccccc1Cl,-1,6,1,-4,-14,5,0.0,2,3,-4
CCCCn1c(N)c(N(CCOC)C(=O)c2cc(-c3ccccc3Cl)nc3ccccc23)c(=O)[nH]c1=O,-6,nt,7,nt,14,5,-0.3,nt,-19,nt

# Carrying on.
SMILES,aSyn 5UTR inh,IEC-6 tox,HSF1 inh,HDAC3 inhib,HSF-1 act,AI-2 QS mod,HIF act,HSP90 refold inh,Platelet DG rel,KLF5 inhibitor
Cc1ccc(C(=O)OCN2C(=O)c3ccccc3C2=O)cc1S(=O)(=O)N1CCOCC1,1,nt,-1,1,-5,26,-0.1,nt,8,nt
CCOC(=O)CSc1nnc(NC(=O)c2cc([N+](=O)[O-])cc([N+](=O)[O-])c2)s1,-1,3,3,12,2,12,0.0,4,3,-21
COC(C(=O)Nc1ccc(S(=O)(=O)Nc2ccc(C)c(C)c2)cc1)c1ccccc1 (stereo not drawn),11,-14,-4,3,20,21,-0.1,-4,-2,-7
Cc1ccc(S(=O)(=O)CCC(=O)OCn2nnc3ccccc3c2=O)cc1,2,4,3,-1,18,-17,0.0,2,5,-15
Cc1ccc(CNC(=O)CCC(=O)N2CC(C)Sc3ccccc32)cc1 (stereo not drawn),15,3,3,-5,-8,4,0.0,1,-2,-23
COc1ccc2c(c1)c(=O)oc1cc(OCC(=O)N3CCc4ccccc4C3)ccc12,24,-8,-4,-4,9,18,-0.4,3,-14,-17
CN1CCN(C(=S)NC(CC(=O)c2ccccc2)c2ccccc2)CC1 (stereo not drawn),-21,2,-7,-2,9,16,-0.8,1,-12,-16
O=C(NCc1ccccc1)C(Cc1ccccc1)NS(=O)(=O)c1cccc2nsnc12 (stereo not drawn),-9,0,-5,9,10,3,0.1,4,1,2
CCOc1cc(S(=O)(=O)N2CCCC2)c(C)cc1C,-7,10,1,3,-2,22,0.2,5,1,-10
Cc1cc(C)c(C(=O)N2CCCC(C(=O)c3cc(F)ccc3F)C2)o1 (stereo not drawn),12,-3,-11,2,-13,21,-0.3,0,5,-5
COc1ccc(CCCc2nnc(SCC(=O)Nc3cccc(C)c3)o2)cc1,-11,5,0,7,24,16,0.4,3,-5,-10
Cc1cccc(N2CCN(C(=S)Nc3ccc4nc(N5CCOCC5)cc(C)c4c3)CC2C)c1 (stereo not drawn),-22,3,2,-4,0,19,0.9,-1,2,-18
CC1(C)CC(=O)C(C(C2=C(O)CC(C)(C)CC2=O)c2ccc(Cl)c([N+](=O)[O-])c2)C(=O)C1 (stereo not drawn),4,1,6,-2,0,12,-0.2,2,23,-31
Cc1cc(C#N)c(C)n1-c1cc(C(F)(F)F)ccc1N1CCOCC1,8,-1,nt,1,nt,28,-0.1,-1,2,-21
CC(C)Sc1ncc(S(=O)(=O)c2ccccc2)c(=O)[nH]1,0,-3,1,12,-3,15,0.1,0,-7,-2
CCOC(=O)Cc1csc(NC(=O)CN2CCN(CC)CC2)n1,7,-5,-1,1,-20,-10,0.1,1,4,-27
CC(C)(CS(=O)(=O)[O-])NC(=O)CC[N+](C)(C)CCO,-2,2,-8,-2,-10,20,0.6,-1,0,-9
O=C(CN1C(=O)NC2(CCCCCC2)C1=O)c1ccc(OC(F)F)cc1OC(F)F,15,nt,-8,-6,-20,21,-0.6,nt,2,nt
O=C(NC(Cc1c[nH]c2ccccc12)c1nnc2n1CCCCC2)c1ccc(Cl)cc1 (stereo not drawn),19,4,-3,5,0,9,0.0,3,-7,-13
O=C(CCC(=O)Nc1cccc([N+](=O)[O-])c1)NCc1ccccc1,8,-2,3,-5,10,57,-0.4,-4,1,-32
O=C(COc1ccc(S(=O)(=O)N2CCOCC2)cc1)NC1CCCC1,3,-4,0,-4,-7,20,0.2,-1,-1,-5
CCCCN(C(=O)CSCC(=O)Nc1ccc(OC)cc1)c1c(N)n(CCC)c(=O)[nH]c1=O,14,nt,1,-4,-4,12,-0.6,nt,3,nt
N#CC1=C(N)Oc2cc(N)ccc2C1c1ccc(F)cc1 (stereo not drawn),6,-1,-6,-1,-5,24,-0.2,-2,-6,-22
CCc1ccc(C2C(C#N)=C(N)OC3=C2C(=O)CCC3)s1 (stereo not drawn),-19,4,15,1,11,-9,0.2,3,1,-12
CCOc1ccc2nc(SCC3CC3(Cl)Cl)[nH]c2c1 (stereo not drawn),-153,8,20,0,28,26,5.9,-3,3,-167
CC(C)c1onc(C(=O)Nc2cccc(Cl)c2)c1[N+](=O)[O-],-20,0,14,-3,28,-4,0.0,1,-3,-31
COC(=O)C1=CN(c2ccc(F)c(F)c2)C=C(C(=O)OC)C1c1ccc([N+](=O)[O-])cc1,17,-1,-77*,5,-80,10,-1.2,4,1,-11
Cc1ccc2nc(-c3cccc(NC(=O)c4ccco4)c3)[nH]c2c1,-121,10,10,4,33,-1,5.7,6,9,-135
CC1Cc2ccccc2N1C(=O)Cn1c(=O)oc2cc(S(=O)(=O)NC3CCCC3)ccc21 (stereo not drawn),18,1,-5,6,1,38,-0.6,2,-8,-24
S=C(NCC1CCCO1)N1CCN(c2ccc(Cl)c(Cl)c2)CC1 (stereo not drawn),-5,8,-1,2,-5,14,-0.5,5,-1,-1
COc1cc(/C=N/NC(=O)c2ccc(-n3cccc3)cc2)ccc1O,17,2,-14,4,16,46,1.5,-1,16,-18
COc1cccc(C2=NN(C(C)=O)C(c3cccs3)C2)c1 (stereo not drawn),-48,11,21,0,9,5,1.4,1,2,-37
Cc1ccc(S(=O)(=O)Nc2cc(-c3ccc(Cl)cc3)nn2C)cc1,22,0,-10,0,2,28,19*,0,-29,-14
COc1ccc(-n2ncc3c(NCC(C)C)ncnc32)cc1,-1,-5,12,-2,9,16,0.2,10,-5,-192
CCCCC(=O)Nc1nn(CC)c2nc3c(C)cccc3cc12,15,-12,7,-5,7,2,-0.3,-8,-1,-40
O=C1C2CCCN2C(=O)N1CCCCN1CCN(c2cccc(C(F)(F)F)c2)CC1 (stereo not drawn),10,1,-2,11,14,12,0.6,4,4,-19
CC(C)CCNC(=O)C(c1ccncc1)N(CC1CCCO1)C(=O)Cn1nnc(-c2ccc(F)cc2)n1 (stereo not drawn),-17,11,2,-7,32,26,0.0,2,-1,4
Cc1cnn(-c2cc(N/N=C/c3ccc(F)cc3)ncn2)c1,-86,-3,23,-3,39,-5,1.0,-2,0,-1
O=C(Nc1ccc(Cl)cc1)Nc1ccccn1,-167,5,14,2,25,23,3.1,5,1,-91
O=C(CCS(=O)(=O)c1ccc(Cl)cc1)Oc1ccc2c(c1)OCO2,6,1,-5,3,1,31,-0.8,8,2,1
O=C(CN1CCN(Cc2ccc(F)cc2)C1=O)NCc1cccs1,8,nt,3,-3,9,17,-0.4,nt,-1,nt
CC(=O)c1ccc(N2CCN(C(=S)Nc3ccccc3)CC2)cc1,0,-4,11,8,27,9,-0.3,3,1,-32
Cc1cc(C(=O)COc2cccnc2[N+](=O)[O-])c(C)n1Cc1cccs1,1,-8,-8,1,-19,1,-1.0,8,-4,-22
O=C(O)c1ccc(C=C(c2nc3ccccc3s2)c2nc3ccccc3s2)cc1,-32,3,8,7,19,3,0.0,-1,-2,-5
CC(C)NC(=S)NNc1nc2ccccc2s1,-36,1,17,5,15,2,1.6,2,-9,-11
CCN(CC)S(=O)(=O)c1ccc(N2CCN(C)CC2)c(NC(=O)COc2ccc(F)cc2Cl)c1,-1,nt,6,6,8,27,-0.2,nt,5,nt
Cc1cc2nc(-c3ccc(SCc4ccccn4)nc3)[nH]c2cc1C,-44,8,19,-7,24,4,1.8,1,6,-86
Cc1cc2cc(CCNC(=O)CCCc3ccccc3)c(=O)[nH]c2cc1C,4,2,0,1,-4,-1,0.1,3,-1,-1
CCC(=O)Nc1ccc2nc(SCC(=O)N3CCCC3)sc2c1,-35,-1,2,2,9,19,1.1,-3,15,-15
O=C(/C=C/c1ccc([N+](=O)[O-])s1)N1CCCCC1,6,-1,46,4,61*,34,-1.9,1,-1,8
N#CCCN(Cc1cccnc1)C(=O)Nc1ccc(Cl)c(Cl)c1,-2,3,-4,1,6,13,-0.4,2,-1,0

# This is a random part of the collection. Share with any hit: about 5%.
